Anesthetic bind: qHTS Assay for Identification of Novel General Anesthetics. Ferritin light chain (Equus caballus), P02791. apoferritin/1-aminoanthracene competitive binding, fluorescence. Potency, µM (highest dose often 77.5 µM), inactives show at the highest dose activity change, negative = displacement, usual class: inhibitors. 0.074% of 350,000 active. AID 485281, 2010; further: potency means the concentration at half of the fitted maximal effect; on the % scale 0 is the no-effect control and ±100 the full control effect; nearly all actives have a fitted effect of over 20% in size
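Horse-spleen apoferritin (10 uM) in 50% saturated 1-aminoanthracene in PBS was incubated 10 min at room temperature with compound. Fluorescence (ex 380, em 535 nm) was normalized to free and bound 1-AMA, with concentration-response fitted by a four-parameter Hill equation.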
RGS4 inh: Inhibitors of Regulator of G Protein Signaling (RGS) 4: qHTS; Potency, µM (highest dose often 114 µM), without a hit: top-dose activity change, negative = inhibition, hits mostly inhibitors; Regulator of G-protein signaling 4 (Homo sapiens), P49798; Transcreener GDP fluorescence polarization, RGS4-accelerated GTP hydrolysis; AID 504845, 2011; 0.039% of 390,000 active; further: potency means the concentration at half of the fitted maximal effect; on the % scale 0 is the no-effect control and ±100 the full control effect; nearly all actives have a fitted effect of over 75% in size; some results filed as inactive show a strong effect at the top dose
Target sequence (P49798 whole entry, looked up): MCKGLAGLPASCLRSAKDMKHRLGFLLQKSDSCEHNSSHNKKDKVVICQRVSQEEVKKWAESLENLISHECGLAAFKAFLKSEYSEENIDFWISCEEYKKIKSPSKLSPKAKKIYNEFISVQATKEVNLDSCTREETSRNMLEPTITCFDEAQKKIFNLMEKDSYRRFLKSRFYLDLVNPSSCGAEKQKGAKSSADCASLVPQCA
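MLSMR compounds (23 nl, pin-transferred) preincubated 10 min at room temperature with a 500nM (2x) first reagent, then RGS4 at 900nM (2x) plus Transcreener GDP mix added; fluorescence polarization (620/688 nm) read before and after 90 min at 30 °C.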
LDHA block: qHTS assay for inhibitors of human lactate dehydrogenase; L-lactate dehydrogenase A chain (Homo sapiens), P00338; purified LDHA, NADH/diaphorase-resazurin fluorescence; stronger effect = lower value; activity change, % (values are at about 110 or 230 µM); 0.15% of 480,000 active; in the data active means activity change below about -30%; inconclusive means mostly about -25% to -30%;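 further: plate controls were DMSO wells for no effect and wells without enzyme for full effect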
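Human LDH5 at 2 nM final in Tris HCl pH 7.4 with 0.06 mM NADH and 0.2 mM pyruvate, reacted 5 minutes at room temperature. Remaining NADH coupled via diaphorase/resazurin; resorufin fluorescence read at 0 and 20 minutes, normalized to enzyme-free and DMSO wells.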
12-LOX inh: Primary qHTS assay for inhibitors of human arachidonate 12S-lipoxygenase (ALOX12): Round 2; Polyunsaturated fatty acid lipoxygenase ALOX12 (Homo sapiens), P18054; purified 12hLO, xylenol orange hydroperoxide absorbance; Potency, µM (top dose mostly 108 µM), without a hit: at the highest dose activity change, negative = inhibition, actives largely listed as inhibitors; 1.1% of 580,000 active; AID 1671190, 2021; further: potency means the concentration at half of the fitted maximal effect; on the % scale 0 is the no-effect control and ±100 the full control effect
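Purified human 12hLO at 150 nM in 25 mM Hepes, 0.01% Triton X-100, pH 7.0, preincubated 15 min at room temperature with compound. Reaction started with 40 uM arachidonic acid, 30 min at room temperature. Hydroperoxide measured by Fe-xylenol orange, 573/405 nm absorbance ratio.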
Pol kappa inh: qHTS for Inhibitors of Polymerase Kappa; DNA polymerase kappa (Homo sapiens), Q9UBT6; purified Pol kappa, fluorescent DNA synthesis assay, 10 min; Potency, µM (top dose mostly 107 µM), for inactives: at the top dose activity, negative = inhibition, usual class: inhibitors; 0.53% of 400,000 active; AID 588579, 2011; further: potency means the concentration at half of the fitted maximal effect; on the % scale 0 is the no-effect control and ±100 the full control effect
Target sequence (Q9UBT6 whole entry, looked up): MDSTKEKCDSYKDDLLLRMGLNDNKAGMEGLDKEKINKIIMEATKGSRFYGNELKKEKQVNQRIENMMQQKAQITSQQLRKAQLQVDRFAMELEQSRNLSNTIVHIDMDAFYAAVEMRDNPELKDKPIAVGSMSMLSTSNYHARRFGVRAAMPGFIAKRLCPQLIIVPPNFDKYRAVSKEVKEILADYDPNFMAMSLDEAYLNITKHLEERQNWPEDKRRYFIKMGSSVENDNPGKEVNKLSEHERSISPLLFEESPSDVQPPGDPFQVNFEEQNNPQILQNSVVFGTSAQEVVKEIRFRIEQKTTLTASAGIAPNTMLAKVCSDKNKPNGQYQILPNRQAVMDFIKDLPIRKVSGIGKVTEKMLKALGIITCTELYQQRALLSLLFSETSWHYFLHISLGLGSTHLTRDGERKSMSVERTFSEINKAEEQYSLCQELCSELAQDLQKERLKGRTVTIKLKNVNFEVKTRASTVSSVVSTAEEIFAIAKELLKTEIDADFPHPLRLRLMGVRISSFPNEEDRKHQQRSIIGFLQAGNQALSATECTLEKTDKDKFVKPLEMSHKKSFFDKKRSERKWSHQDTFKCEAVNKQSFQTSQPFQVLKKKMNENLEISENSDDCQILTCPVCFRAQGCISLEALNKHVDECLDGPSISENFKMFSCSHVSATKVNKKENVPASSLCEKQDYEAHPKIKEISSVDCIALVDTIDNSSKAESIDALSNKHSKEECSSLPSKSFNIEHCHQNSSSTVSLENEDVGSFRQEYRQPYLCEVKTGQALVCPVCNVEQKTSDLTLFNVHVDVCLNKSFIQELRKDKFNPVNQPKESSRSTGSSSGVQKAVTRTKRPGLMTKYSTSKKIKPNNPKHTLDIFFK
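50 nM final substrate added after 15 min RT preincubation of 10 nM Pol kappa with compound; fluorescence read at 0 and 10 min.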
APE1 inh: qHTS Assay for Inhibitors of the Human Apurinic/apyrimidinic Endonuclease 1 (APE1) | DNA repair nuclease/redox regulator APEX1 (Homo sapiens), P27695 | recombinant APE1, TAMRA/BHQ-2 abasic DNA cleavage fluorescence | Potency, µM (titrated, usually from 65.8 µM), for inactives: at the highest dose activity change, negative = inhibition, most hits filed as inhibitors | 0.35% of 350,000 active | AID 2517, 2012;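 further: potency means the concentration at half of the fitted maximal effect; plate controls were vehicle for no effect and reference inhibitor for full effect; nearly all actives have a fitted effect of over 55% in size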
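Compound pre-exposure to 0.75 nM APE1, 15 min at ambient temperature. Reaction initiated with 50 nM TAMRA/BHQ-2 THF substrate, read immediately in kinetic mode, 525 nm excitation, 598 nm emission.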
POLB inh: qHTS Assay for Inhibitors of DNA Polymerase Beta | P06746 | Pol beta primer extension/strand displacement, fluorescence kinetic | Potency, µM (titrated, usually from 114 µM), inactives show at the highest dose activity change, negative = inhibition, usual class: inhibitors | 1.3% of 340,000 active | AID 485314, 2010; further: potency means the concentration at half of the fitted maximal effect; on the % scale 0 is the no-effect control and ±100 the full control effect
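Enzyme-only controls used 10 nM Pol beta; buffer lacking enzyme served as negative control. Compound preincubated 15 min, then 50 nM substrate added; 0 and 10 min reads at room temperature.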
ERG Ets-DNA blk: qHTS for Small Molecule Inhibitors of the ERG Ets/DNA interaction; fluorescence polarization, His-ERG Ets domain / labelled DNA; Potency, µM (doses to about 76.9 µM), for the others: at the top dose FP activity, negative = inhibition, actives largely listed as inhibitors; 0.028% of 370,000 active; AID 624246, 2012; active means well fitted inhibition curve with a large enough effect in the polarisation, with a control signal flat; inconclusive means small, poorly fitted or top-dose-only effect, or effect the other way, or a change in a side signal; inactive means no such curve, though single readings can be large or run the other way; the % refers to the polarisation;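 further: polarization taken with two DNA probes labelled with fluorescein and Texas red; potency means the concentration at half of the fitted maximal effect; % of control where 0% means no effect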
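His-tagged ERG Ets domain (1 uM in the protein solution; 300mM KCl, 50mM Tris-HCl, 1mM EDTA, 1mM DTT, pH 7.5) received compound, then a probe mix of 5 nM fluorescein-DNA and 100nM Texas-615-DNA. Fluorescence polarization was read for both dyes.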
POLH inh: qHTS for Inhibitors of Polymerase Eta. DNA polymerase eta (Homo sapiens), Q9Y253. recombinant Pol eta, fluorescent DNA replication assay. Potency, µM (top dose mostly 114 µM), without a hit: top-dose activity change, negative = inhibition, hits mostly inhibitors. 1.2% of 390,000 active. AID 588591, 2011; further: potency means the concentration at half of the fitted maximal effect; on the % scale 0 is the no-effect control and ±100 the full control effect
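Pol eta (10 nM) was preincubated with compounds for 15 min at room temperature, after which fluorescent replication substrate (50 nM final) was added to start the reaction. Fluorescence was read kinetically at 0 and 10 min.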
An asterisk follows results filed as active; i = inactive; ? = inconclusive; . = not tested or not shown; & = joins results of further samples; [ ] = another dose, or the depositor's remark. Unless noted, the call rests on the fitted dose curve; in most records, active means well fitted curve in the direction sought with a large enough effect; inconclusive means small, poorly fitted or top-dose-only effect, or another doubt; inactive means no such curve, though single readings can be large; an effect the other way counts as inactive or inconclusive. Only part of the results is shown, so the mix of outcomes need not match the whole.

SMILES	Anesthetic bind	RGS4 inh	LDHA block	12-LOX inh	Pol kappa inh	APE1 inh	POLB inh	ERG Ets-DNA blk	POLH inh
Cc1cc(C)c2nc(C(F)(F)F)nc(N3CC(C)OC(C)C3)c2c1 (stereo not given)	-20%	9%	1	0%[57.4 µM]	-7%	2%	3%	0%	-18%
Cc1cc(C)cc(NC(=O)C(C)N2Cc3ccccc3C2=O)c1 (stereo not given)	-10%	5%	-3	5%	2%	.	24%	-3%	-5%
Cc1c(NC(=O)c2nn3c(C(F)(F)F)cc(-c4ccccc4)nc3c2Br)c(=O)n(-c2ccccc2)n1C	-10%	-15%	-4	-16%	-13%	-4%	22%	.	2%
O=S(=O)(NCc1ccccc1)c1ccc(S(=O)(=O)N(Cc2cccs2)CC2CCCO2)cc1 (stereo not given)	-23%	21%	-14	6%	-16%	-3%	1%	5%	-5%
Cc1cccc(N2CCN(C(=O)NCc3noc4ccccc34)CC2)c1C	-8%	4%	-1	0%	-11%	.	?	-8%	-14%
COc1ccc(CNC(=O)CN(C)S(=O)(=O)c2ccc3[nH]c4c(c3c2)CCCC4)cc1	6%	2%	-5	-30%	-9%	.	42%	-6%	-8%
COc1ccccc1-c1cc(C(F)(F)F)nc(S(=O)(=O)CCCC(=O)Nc2cc(Br)ccc2O)n1	-19%	-6%	-1	-22%	-15%	.	6%	8%	-6%
COc1ccc(NC(=O)c2ccccc2CC[N+](=O)[O-])cc1	-8%	2%	-9	-4%	-4%	-4%	-10%	-14%	-1%
Cc1nn(C)c(C)c1NC(=O)c1ccc(Cl)cc1	2%	-36%	-4	8%	-5%	0%	-2%	6%	-3%
CN(C(=O)COC(=O)C1=COCCO1)C1(C#N)CCCCC1	.	-26%	-5	-10%	-17%	12%	.	18%	-12%
O=C(O)c1cccnc1-c1ncccc1C(=O)O	-3%	-14%	-2	?	-5%	-3%	30%	1%	-21%
CCCCC(CC)Cn1c(Oc2ccccc2)nc2c1c(=O)n(C)c(=O)n2C (stereo not given)	1%	5%	1	-12%	-16%	.	-7%	0%	-17%
CC1CC(C)CN(C(=O)c2ccc3c(c2NCCO)C(=O)c2ccccc2C3=O)C1 (stereo not given)	?	0%[11.4 µM]	10	0%	-15%	-4%	-9%	14%	?
COc1ccc(CCNC(=O)c2nnn(-c3cccc(C)c3)c2N)cc1OC	-19%	23%	-5	-17%	-7%	2%	7%	2%	-4%
Cc1cccc(C)c1NC(=S)N/N=C/c1c(Cl)cccc1Cl	-2%	-5%	-4	-9%	-12%	5%	23%	?	-2%
CC1(C)CC(=O)C(=Cc2cn(CCC#N)nc2-c2ccc(Cl)cc2)C(=O)C1	?	?	1	?	-3%[60.1 µM]	1%	-1%	7%	2%
CCOC(=O)c1c(NC(=O)COC(=O)c2cccnc2OCC)sc(C(=O)N(CC)CC)c1C	.	15%	-2	-8%	0%	13%	.	-3%	-3%
COc1ccc(CCNC(=O)Cc2cccs2)cc1OC	-5%	-5%	-13	-8%	-6%	-3%	-15%	1%	3%
C=CCOC(=O)C1=C(C)NC(=O)NC1/C=C/c1ccccc1OC (stereo not given)	-8%	-6%	-2	-26%	-14%	1%	16%	13%	-15%
O=[N+]([O-])c1ncn(C23CC4CC(CC(C4)C2)C3)n1	?	-10%	8	?	4%	-2%	-5%	9%	-16%
COc1ccc(-c2nsc(NC(=O)COc3ccccc3OC)n2)cc1	-10%	-14%	-1	?	-4%	.	8%	8%	-14%
CCC/C(=N\NC(=O)CNC(=O)/C=C/c1ccco1)c1ccccc1	-15%	1%	-3	28%	-6%	0%	16%	-6%	-10%
Cc1cccc(N2CCN(C(=O)CCS(=O)(=O)c3ccc4c(c3)oc(=O)n4C)CC2)c1C	-1%&-21%	1%[11.4 µM]	-3&-1	2%&-4%	-14%&-2%	-7%	5%&2%	1%&-2%	11%&-15%
O=C(NCCc1ccc(Cl)cc1Cl)C1=CC=CN2CCS(=O)(=O)N=C12	.	-16%	-2	170%[activator]	15%	20%	.	10%	-10%
CCN(CC)Cc1c[nH]c2c(C(=O)OC)cccc12	-7%	23%	-3	2%[57.4 µM]	-18%	-3%	8%	0%	-9%
O=C(NNC(=O)c1cc2ccccc2cc1O)Nc1ccccc1F	-10%	?	-1	i	-7%	56%[activator]	?	26%	-5%
CC(OC(=O)CN1C(=O)c2ccccc2C1=O)C(=O)NC1(C#N)CCCCC1 (stereo not given)	.	13%	-2	-15%	-9%	51%[activator]	.	-3%	0%
CC(=O)OCc1c(C(F)(F)F)nn(C)c1Oc1ccccc1	1%	36%	-2	18%	6%	0%	4%	-4%	-12%
Cc1ccc(C(=O)OCc2nnc(-c3ccc(Br)cc3)o2)cc1	?	-1%	-1	47%[activator]	-7%	-4%	?	-5%	-16%
Cc1cccc(C)c1N(CC(=O)N1CCOCC1)S(C)(=O)=O	0%	-2%	-6	-20%	4%	17%	27%	-7%	-18%
CCC(=O)c1ccc(N2CCN(C(=O)c3cc([N+](=O)[O-])ccc3N3CCN(C)CC3)CC2)c(F)c1	-21%	-18%	-2	-5%	1%	-5%	11%	-9%	-11%
Cc1cccc(OCc2nnc(SCC(=O)Nc3ccc(N4CCOCC4)cc3)o2)c1	-4%	9%	-16	26%	-1%	49%[activator][12.4 µM]	0%	-1%	2%
Cc1ccc(C)c(N2CCN(C(=O)C3CCCN(c4ncnc5c4nc4n5CCCCC4)C3)CC2)c1 (stereo not given)	2%	-3%	0	-9%	-11%	-6%	?	2%	-16%
COc1cccc(-c2nc(C(N)=O)c3[nH]c(=O)n(-c4cccc(Cl)c4)c3n2)c1OC	-4%	-35%	6	12%	7%	7%	1%	15%	3%
O=C(CCNC(=O)c1ccccc1Cl)Nc1cccc(S(=O)(=O)N2CCCCC2)c1	.	9%	-4	-19%	-1%	54%	.	-6%	?
OC(C#CCN1CCOCC1)(c1ccccc1)C1CCCCC1 (stereo not given)	-17%	-23%	-4	-14%	-5%	1%	0%	5%	-10%
O=C(COc1ccc(F)cc1)Nc1ccc(C(=O)OCc2cc(=O)n3nc(C4CC4)sc3n2)cc1	4%	15%	-6	-27%	-8%[60.1 µM]	.	7%	-2%	-5%
CCC1Oc2ccc(C)cc2N(CC(=O)NCc2ccccc2OC)C1=O (stereo not given)	-8%	-18%	-3	3%	-12%	6%	5%	5%	-10%
Cc1cc(C)cc(N(CC(=O)Nc2c(C)n(C)n(-c3ccccc3)c2=O)S(C)(=O)=O)c1	-4%	13%	-9	13%	1%	1%	28%	-2%	-12%
O=C1c2cccc(OCC(=O)N3N=C(c4cccs4)CC3c3ccc(F)cc3)c2CCN1Cc1cccnc1 (stereo not given)	3%	-2%	-4	11%	-13%	-5%	-26%	-15%	-15%
COc1cc(SC)ccc1C(=O)N1CCN(S(=O)(=O)/C=C/c2ccccc2)CC1	.	24%	-7	6%	-13%	14%	.	-7%	-16%
CCS(=O)(=O)Nc1ccc(C2=NN(C(=O)c3ccccc3)C(c3cccs3)C2)cc1 (stereo not given)	-3%	18%[56.9 µM]	1	0%	-3%	-5%	20%	-7%	-4%
COc1ccc(C)cc1Nc1nc(N)c2cc(OC)c(OC)cc2n1	0%&-5%	2%&8%	0&-1	3%	-18%&-7%	2%	?	20%&1%	?
Cc1cc(C)c(NC(=O)Cn2cc3c(n2)CCCC3)c(C)c1	-4%	-23%	2	224%[activator]	18%	-4%	?	0%	-8%
Cc1cc(C(F)(F)F)nc(SCC(=O)NC2CC3CCC2C3)n1 (stereo not given)	?	-15%	-6	436%[activator]	4%	7%	-4%	6%	-1%
Cc1cc(OCC(=O)Nc2cccc(S(=O)(=O)NC3=NCCCCC3)c2)ccc1Cl	-10%	0%	-7	-14%	-14%	-4%	4%	8%	-21%
CC12CCC3c4ccc(OCC(=O)O)cc4CCC3C1CCC2=O (stereo not given)	.	22%	-4	-4%	-8%	.	.	-1%	-14%
COc1ccc(-c2cc3nc(C4CCN(C(=O)OC(C)(C)C)CC4)c(C(=O)Nc4cc(Cl)cc(Cl)c4)cn3n2)cc1	6%	-4%	-11	1%	-19%	.	28%	-2%	-13%
C/C(CC(=O)NC(C)(C)C)=N\NC(=O)COc1ccc(C)cc1Br	-19%	-16%	-9	1%	-4%	-7%	0%	-3%	0%
COc1ccc(N2CC(NS(=O)(=O)c3ccc(F)cc3)CC2=O)cc1 (stereo not given)	.	-12%	-3	?	-9%	-5%	.	-7%	-8%
O=C(Nc1ccccc1Cl)c1c(F)c(F)c(F)c(F)c1F	.	-19%	-2	0%	-14%	.	.	-21%	-8%

Screens deposited in PubChem BioAssay by National Center for Advancing Translational Sciences (NCATS).
